# Compound activity deposited in PubChem by Fisher Drug Discovery Resource Center.
# mcGAS inh: cyclic GMP-AMP synthase inhibitors, mouse, primary biochemical chemiluminescence; recombinant cGAS, Kinase-Glo ATP depletion luminescence; inhibition, % at 12.5 µM; actives 0.15% (n = 160,000);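 note: 0% = negative control wells and 100% = reference inhibitor with no enzyme activity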
# NPYLR7 agonist: agonists of mosquito NPYLR7 receptor, primary screen, cell-based, Aedes aegypti, calcium fluorescence, mosquito biting behavior | actives 0.15% (n = 270,000) | activation, % at 10 µM | HEK293T NPYLR7/Galpha15, GCaMP6s calcium fluorescence | Aedes aegypti neuropeptide Y-like receptor 7 (NPYLR7); in the data active = activation above about 40%;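 note: 0% = vehicle and 100% = reference agonist at the receptor; some compounds past the cut are filed as inactive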
# hcGAS lum: Primary biochemical luminescence assay for human cyclic GMP-AMP synthase inhibitors; Q8N884; recombinant h-cGAS, ATP depletion, Kinase-Glo luminescence; inhibition, % at 12.5 µM; actives 0.081% (n = 290,000); AID 1259398, 2018;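 note: 0% = vehicle reaction and 100% = reaction without DNA for no activity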
# Target sequence (Q8N884 whole entry, looked up): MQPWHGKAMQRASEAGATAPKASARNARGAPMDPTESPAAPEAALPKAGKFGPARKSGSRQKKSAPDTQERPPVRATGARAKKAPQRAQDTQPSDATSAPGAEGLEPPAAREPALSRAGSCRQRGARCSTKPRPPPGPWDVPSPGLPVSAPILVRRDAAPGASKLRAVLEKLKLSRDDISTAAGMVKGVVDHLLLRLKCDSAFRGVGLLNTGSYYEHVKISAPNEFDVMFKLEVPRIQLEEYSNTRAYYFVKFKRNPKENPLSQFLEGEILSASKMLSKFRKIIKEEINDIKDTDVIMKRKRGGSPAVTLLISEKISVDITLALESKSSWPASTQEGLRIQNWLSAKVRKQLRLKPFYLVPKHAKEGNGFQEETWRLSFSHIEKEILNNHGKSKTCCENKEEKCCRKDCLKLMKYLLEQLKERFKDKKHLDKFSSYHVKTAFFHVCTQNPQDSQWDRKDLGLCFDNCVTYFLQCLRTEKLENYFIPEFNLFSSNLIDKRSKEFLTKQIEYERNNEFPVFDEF
# * marks the source's active call; other numbers are inactive results; . = not tested or not shown; & = joins results of further samples. Cut-off read from the data, not from the text of the source, unless noted: active = inhibition above about 40%; inactive = the rest.
Structure	mcGAS inh	NPYLR7 agonist	hcGAS lum
CCOc1cc(/C=C2\C(=O)N(c3ccc(S(N)(=O)=O)cc3)N=C2C)ccc1O	5	-8	-7
Cc1cccc(-n2c(C3CCCCC3)n[nH]c2=S)c1	.	-7	-4
COc1cccc(C2CCCN2C(=O)Nc2n[nH]c(C3CCCCC3)n2)c1 (configuration not stated)	.	19	-4
CNc1nc(Nc2cc(C)ccc2C)c2nccnc2n1	.	3	-7
CC(C)Cc1nc(CN(C)Cc2ccc3c(c2)CCO3)no1	-9	1	1
CCCCN(CC(=O)Nc1cc(C(C)(C)C)nn1-c1ccc(Cl)cc1)C(=O)Nc1ccc(F)c(F)c1	-4	-1	-4
Cc1nc2c(C)cccn2c(=O)c1NC(=O)Nc1cc(Cl)cc(Cl)c1	-6	-2	-3
COc1ccc2[nH]c(C(=O)NCc3cccnc3-n3ccnc3)c(C)c2c1	-16	2	1
CC(=O)C1=C(C)N=C(SCC(N)=O)C(C#N)C1c1ccco1 (configuration not stated)	-3	-2	0
c1ccc(Cc2nn3cc(-c4ccccc4)c4c3n2CCCC4)cc1	.	-12	2

# (next part)
Structure	mcGAS inh	NPYLR7 agonist	hcGAS lum
CCCCCc1ccc(C(=O)N(CCOC)Cc2cccc(OS(C)(=O)=O)c2)cc1	-5	18	-4
Cc1cc(C)n(-c2cc(N3CCN(S(=O)(=O)c4cccs4)CC3)nc(C)n2)n1	-6	-5	-3
CN(C)c1ccc(CN(C)S(=O)(=O)c2c(Cl)cc(Cl)cc2Cl)cc1	-1	1	5
CN(C)C(CNC(=O)c1ccc2c(c1)OCCO2)c1ccco1 (configuration not stated)	-3	-2	6
COCCN(Cc1nc(C(=O)N2CCN(Cc3ccccc3)CC2)cs1)C(=O)Nc1ccc(OC)cc1	1	-13	0
CC(C)=CCn1ccc2c1CCCC2C(=O)NCc1ccc(F)cc1F (configuration not stated)	.	22	-7
COc1ccc(NS(=O)(=O)c2ccc(S(N)(=O)=O)cc2)c(OC)c1	-10	11	-22
O=[N+]([O-])c1ccc2c(c1)CCN2Cc1cc2c(cc1Br)OCO2	.	0	-3
COc1ccc(-c2cc(C(=O)N3CCN(c4cccc(C(F)(F)F)c4)CC3)n(-c3ccc([N+](=O)[O-])cc3)n2)cc1	-4	9	-3
Cc1c(NCC#Cc2ccc(Cl)cc2)cccc1C(N)=O	.	6	-14

# Further structures:
Structure	mcGAS inh	NPYLR7 agonist	hcGAS lum
COCC(Br)=C=CCN(C)C	.	23	-7
Cc1ccc(C)c(C(C)NC(=O)Cn2cnc3c(cnn3C)c2=O)c1 (configuration not stated)	.	-6	-8
CC(c1cccc(-c2c(-c3ccccc3)ncn2Cc2ncc[nH]2)c1)N(C)C (configuration not stated)	.	0	-2
O=C(O)c1csc(/C=C/c2ccc(F)c(F)c2)n1	.	4	-5
COc1cc(COc2ccc(CN(C(=O)c3cc4nc(C)cc(C)n4n3)[C@H]3CCCCNC3=O)cc2)cc(OC)c1	.	14	-10
O=C(NC1CCN(c2ccccc2C(=O)NCc2cccc(C(F)(F)F)c2)CC1)c1cccc(F)c1	-9	35	-1
Nc1nc(Nc2cccc(Cl)c2)nc(NCCO)c1[N+](=O)[O-]	.	0	0
CC(C)c1nc(CNC(=O)c2coc(COc3ccccc3F)n2)cs1	-9	5	-4
O=C(NCc1ccc(Cl)cc1Cl)c1cccc(N2C(=O)CCC2=O)c1	.	7	-3
Cc1cc(=O)oc(C)c1C(=O)N(C)C1CCCCC1	.	7	-6

# (further entries)
Structure	mcGAS inh	NPYLR7 agonist	hcGAS lum
CC(=O)Nc1ccc(CN2C(=O)C(C)ON=C2c2ncccc2C)cc1 (configuration not stated)	.	-6	7
Cc1nn(C)c(C)c1-c1ccnc(N2CCC(c3ccccc3Cl)C2)n1 (configuration not stated)	-18	2	2
Cc1ccc(Cl)cc1N1CCN(c2cccc[n+]2C)CC1	-15	-7	-4
COc1ccc(N2CCN(C(=O)C3CC=CCC3C(=O)NC(c3ccccc3)c3ccccn3)CC2)cc1 (configuration not stated)	.	-7	-8
CN(CC(=O)NC1CC1)C(=O)c1cc2c(s1)-c1ccccc1OC2	-6	0	-3
OC1CCN(c2ccnc(-c3ccccc3CN3CCOCC3)n2)CC1	.	5	-5
COc1ccc2c(c1)CCC1C2CC[C@@]2(C)C1CC[C@@H]2NCCCCCCN1C(=O)CCC1=O (some centres not stated)	-6	0	-10
CC(NC(=O)OCc1ccccc1)C(=O)N1CCOC(COCc2ccccc2F)C1 (configuration not stated)	-4	-4	-4
Cc1ccc(CN2CCC(CN(C)Cc3ccc(OC(C)C)cc3)CC2)o1	.	2	-4
Cc1cc(NC(=O)COc2ccccc2C)n(-c2nc3c(cnn3-c3ccccc3)c(=O)[nH]2)n1	-4	.	-4

# New compounds follow
Structure	mcGAS inh	NPYLR7 agonist	hcGAS lum
COc1ccc(-c2noc(CSc3nnnn3C3CCCC3)n2)cc1	.	3	-1
Cc1ccccc1CN(CC(=O)N1CCSC1c1ccccc1Cl)C(C)C (configuration not stated)	-7	0	-5
CC(C)(C)Nc1c(-c2ccc(C(F)(F)F)cc2)nc2c(OCc3ccccc3)cccn12	-8	.	-3
CNC(=O)CN(C)C(=O)NCC(C)(c1ccccc1)c1ccccc1	-16	4	-5
O=C(CCc1cccnc1)N1CC[C@@H](c2ccc3c(c2)OCO3)[C@H](O)C1	.	15	-3
CCOC(=O)c1c(NC(=O)C2COc3ccccc3O2)c(-c2ccc3c(c2)OCO3)cn1C (configuration not stated)	-7	13	-8
CC1Cc2nc(SCC(=O)Nc3nc4ccccc4s3)n(C)c(=O)c2S1 (configuration not stated)	.	-4	-11
CCN(CC)S(=O)(=O)CCNC(=O)N(C)Cc1ccc(F)cc1	.	13	-6
Cc1nc2sc(C(=O)OCC(=O)Nc3ccccc3C#N)c(C)c2c(=O)[nH]1	.	6	-7
O=C1CC(COCc2ccccc2)c2c(n[nH]c2-c2cccs2)N1 (configuration not stated)	.	3	6

# Later entries
Structure	mcGAS inh	NPYLR7 agonist	hcGAS lum
Cc1ccc(O)c(NC(=O)c2cnn3c(C(F)(F)F)cc(-c4ccc(F)cc4)nc23)c1	-1	2	4
Cc1nc(N(C)C)ncc1C(=O)N1CCN(C)C2(CCN(C)CC2)C1	.	2	-6
COc1ccc(-c2ccc(OC)c3nc(C)ccc23)nn1	-18	1	-4
c1ccc(Cn2c(-c3nnco3)cc3ccccc32)cc1	-9	-4	-9
O=C(CCN(Cc1ccccc1)c1nc(C2CC2)nc2cc(Cl)ccc12)NC1CC1	-3	2	-1
Cc1ccc(C)c(Nc2nnc(Cc3ccccc3)c(=O)[nH]2)c1	.	10	-6
CC(=NNC(N)=S)C1CC2CCC1C2 (configuration not stated)	.	-5	-5
CCC(=O)OCC(=O)[C@@]1(OC(=O)CC)[C@@H](C)C[C@H]2[C@@H]3CCC4=CC(=O)C=C[C@]4(C)[C@@]3(Cl)[C@@H](O)C[C@@]21C	-6	-5&-1	-6&-7
Cc1ccc(Nc2nc(NCCO)nc3nccnc23)cc1	.	2	6
COC(=O)C1=C(C(=O)OC)SC(=C2C(=S)C(C)(C)Nc3ccccc32)S1	.	5	-23

# (more compounds)
Structure	mcGAS inh	NPYLR7 agonist	hcGAS lum
CN(C(=O)c1ccc(CC2CCCNC2)cc1)C1Cc2ccccc2C1 (configuration not stated)	-1	1	0
Cc1ccc(NC(=O)NCCOc2ccc3nnc(-c4ccccc4)n3n2)cc1C	-9	15	-3
CN(CC(=O)Nc1ccc(N2CCN(Cc3ccccc3)CC2)cc1)C1CCCCC1	.	6	-5
O=C(CCN1CCCO1)N1CCCC(CNC(=O)C2(c3ccc(Cl)cc3)CC2)C1 (configuration not stated)	.	12	-11
Cn1ccc2c(-c3cccc(O)c3)ccnc21	.	19	0
CCOc1cccc(CN(C(=O)OC(C)(C)C)C2CCC(C(=O)N3CCOC(Cc4ccccc4)C3)CC2)c1 (configuration not stated)	-7	5	-3
Cn1ncc(Oc2ccc3c(c2)OCO3)c(Nc2cccc(C(=O)NC3CC3)c2)c1=O	-8	7	-3
CCCN(CC(=O)OCC)C(=O)c1cc(F)cc(Br)c1	.	14	-5
CC1CC(=O)Nc2ccccc2N1C(=O)CSC1=NCCS1 (configuration not stated)	-8	10	-9
CCN1C(=O)/C(=C2\SC(=S)N(CCOC)C2=O)c2ccccc21	.	-3	-2

# Carrying on:
Structure	mcGAS inh	NPYLR7 agonist	hcGAS lum
CN=c1scc(-c2cc(Cl)ccc2Cl)n1N=Cc1ccc(O)cc1O	.	-6	-4
CSc1ccc(COc2coc(CN3CCN(C(=O)c4cnc5c(c(C)nn5C)c4Cl)CC3)cc2=O)cc1	-4	21	-4
Cc1sc2nc(CC(=O)C(C)(C)C)nc(N)c2c1C	-4	0&10	-4&-1
Clc1cccc(-c2nccn2CCc2cccnc2)c1	.	6	-2
CCCNC(=O)C1CCCN(CCOc2ccc(Cl)cc2)C1 (configuration not stated)	.	2	-8
S=c1nc(-c2ccccc2)n(CCCn2ccnc2)c2c1CCCC2	-7	4	-6
COc1ccc(/C=N\Nc2nc(N3CCOCC3)nc(N3CCOCC3)n2)cc1OC	-6	-6	-7
O=S1(=O)C[C@@H](O)[C@H](n2cnnc2)C1	-22	-2&0	-5&-6
CCOc1ccccc1N(CCN1C(=O)c2ccccc2C1=O)C(=O)c1ccccc1OC	-2	0	-2
Cc1cc(C(C)NC(=O)Cn2c(C)csc2=O)c(C)s1 (configuration not stated)	.	-2	-1

# Additional structures follow.
Structure	mcGAS inh	NPYLR7 agonist	hcGAS lum
COc1ccc(N2C(=O)CCS2(=O)=O)cc1S(=O)(=O)N(C)CCc1ccncc1	.	3	-9
c1ccc(OCc2noc(CN3CCCN(c4nc5ccccc5s4)CC3)n2)cc1	-10	13	-9
Cc1cc(C(C)(C)C)cc(S(=O)(=O)NCCC(=O)O)c1C	.	-3	-3
Brc1ccc(CSc2nn3cnnc3s2)cc1	.	2	-5
CC1(C)CC(c2nccn2CCCOc2cccnc2)CCO1 (configuration not stated)	.	0	0
CC(=NNc1nnc(C)c(=O)[nH]1)c1ccncc1	.	1	-7
CCOC(=O)c1cnc(-c2ccc(OC)c(OC)c2)nc1NCCc1cccs1	-5	1	-4
C#CCNC(=O)N1CCN(c2ncc(Br)cn2)CC1	.	12	-8
Cc1cccc(Cn2cccc2CN(Cc2ccc(C#N)cc2)CC(C)C)c1	-4	-1	-4
COc1ccc(OC)c(NC(=O)CSc2ccc3nnc(-c4ccc(C)cc4)n3n2)c1	-5	11	-6

# More structures.
Structure	mcGAS inh	NPYLR7 agonist	hcGAS lum
CCC(=O)NCC1CN(c2ccc(OC)cc2)C(=O)O1 (configuration not stated)	.	4	-1
CCc1nc2c(OCC(=O)c3ccc(Cl)cc3Cl)cccn2c1N(C)C(=O)c1ccncc1	-1	-16	-1
CNS(=O)(=O)C1CCN(C(=O)c2ccc3ccccc3c2)CC1	.	3	-4
CC(C)Cc1cc(C(=O)N2CCC3(CCCO3)CC2)on1	-13	10	-6
Cc1nc(SCC(=O)NN2C(=O)NC3(CCCCC3)C2=O)n(C2CCCCC2)c1C	-5	-1	-3
CCCC(=O)NCc1nnnn1C1CCCCC1	-6	18	-2
CCOC(=O)c1ccc(CSc2nc3cc(S(=O)(=O)N4CCOCC4)ccc3n2CC2CCCO2)cc1 (configuration not stated)	-4	6	-4
CCCc1[nH]n(C)c(=O)c1C1=C(N2CCC(C)CC2)C(=O)N(c2ccccc2F)C1=O	-4	2	-5
COc1ccccc1-n1ncc2c(C)nnc(SCC(=O)NCc3ccc(F)cc3)c21	-9	-9	-2
CN(C)S(=O)(=O)N1CCC2(CCCN(Cc3cccc(F)c3F)C2=O)C1 (configuration not stated)	.	0	-9

# 5 consecutive entries out of the list so far, for reference:
Structure	mcGAS inh	NPYLR7 agonist	hcGAS lum
CCCC(=O)NCc1nnnn1C1CCCCC1	-6	18	-2
CCOC(=O)c1ccc(CSc2nc3cc(S(=O)(=O)N4CCOCC4)ccc3n2CC2CCCO2)cc1 (configuration not stated)	-4	6	-4
CCCc1[nH]n(C)c(=O)c1C1=C(N2CCC(C)CC2)C(=O)N(c2ccccc2F)C1=O	-4	2	-5
COc1ccccc1-n1ncc2c(C)nnc(SCC(=O)NCc3ccc(F)cc3)c21	-9	-9	-2
CN(C)S(=O)(=O)N1CCC2(CCCN(Cc3cccc(F)c3F)C2=O)C1 (configuration not stated)	.	0	-9

# Other results.
Structure	mcGAS inh	NPYLR7 agonist	hcGAS lum
CCOCCOC(C)C(=O)Nc1cnc2ccccc2n1 (configuration not stated)	-17	-1	-9
Cn1c(SC2CCCc3ccccc32)nnc1-c1ccco1 (configuration not stated)	.	7	-7
c1nc(NCC2CCCCC2)c2c3c(sc2n1)CCC3	-1	-3	-1
Cc1cc(C(=O)NN2C(=O)CSC2c2ccc(-n3ccnc3)cc2)c(C)o1 (configuration not stated)	.	2	-6
CCC1(C)NC(=S)N2N1C(=S)NC2(C)CC (configuration not stated)	.	-2	-2
Cc1cc(NC(=O)c2c(O)c3ccccc3[nH]c2=O)c(=O)[nH]n1	-2	8	-3
CCCSc1ncccc1C(=O)Nc1ccc(-c2onc3c2CCc2cc(OC)ccc2-3)cc1	1	7	4
CN1CCN(S(=O)(=O)c2cc(C(=O)O)cc(-c3ccc4[nH]ccc4c3)c2)CC1	-12	.	-2
CCOCCNC(=O)CSc1nc2cc(C(=O)OCC)ccc2n1CCc1ccc(OC)cc1	-3	11	-3
Cc1cccc(CSc2nc(C)cc(Oc3ccc4c(c3)OCO4)n2)c1	-5	-11	-3
CCc1ccc(-n2c(C(C)N(CCOC)C(=O)COc3ccc(Cl)cc3)nc3ccccc3c2=O)cc1 (configuration not stated)	2	-6	4
